# From PubChem
# miR-122 sensor: blocks miR-122 activity in Huh7 sensor cells; Huh7 miR-122 Renilla luciferase sensor, 48 h; neutral wells = 0, positive control = 100; activation (reporter increase), % at 12.5 µM; 0.3% of 340,000 active; AID 602342;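 active = mean replicate activation score at least 90 and every replicate individually at or above 90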;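 note: higher luciferase means less miR-122 activity so hits act as miR-122 inhibitors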
# EWS-Fli block: inhibitors of EWS/Fli oncoprotein transcriptional activity; A673 NR0B1-luciferase reporter, viability-normalised; 0.67% of 350,000 active; inhibition, % at 12.6 µM;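 active = mean inhibition of at least 50% after viability correction, with every replicate also passing that limit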;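 note: firefly luciferase signal divided by Alamar Blue viability fluorescence both relative to DMSO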
# Casp6 inh: caspase-6 (human) enzyme inhibition | P55212 | purified caspase-6, Z-VEID-R110 cleavage fluorescence | inhibition, % at 12.5 µM | 0.53% of 350,000 active;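 active = mean inhibition across replicates at least about 35%, with every replicate also reaching that limit, limit read from the data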;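 note: 0% = median of neutral control wells and 100% = no fluorescence left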
# Target sequence (P55212 24-179 limits assumed): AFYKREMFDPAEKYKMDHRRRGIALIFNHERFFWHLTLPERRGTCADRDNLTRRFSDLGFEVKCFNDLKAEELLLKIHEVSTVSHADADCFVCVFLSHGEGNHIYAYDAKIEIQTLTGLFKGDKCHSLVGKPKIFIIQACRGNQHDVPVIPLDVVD
# Target sequence (P55212 194-293 limits assumed): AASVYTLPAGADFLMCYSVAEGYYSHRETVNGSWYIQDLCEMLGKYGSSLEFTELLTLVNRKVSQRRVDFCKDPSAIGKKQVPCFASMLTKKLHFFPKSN
# LGR2 inh: inhibitors of bursicon-induced Drosophila LGR2 receptor cAMP signaling; HEK293 LGR2, CRE-luciferase, bursicon-stimulated, 4 h; inhibition, % at 9.99 µM; 0.35% of 380,000 active;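 active = drop in luminescence signal, shown as inhibition above about 50% in the replicate tests, limit read from the data, passing the limit was not always enough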;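 note: agonist challenge used bursicon conditioned medium at about half maximal strength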
# Cneo AK release: causes C. neoformans cell lysis; 0.2% of 360,000 active; adenylate kinase release luminescence, 4 h; normalised: neutral wells 0, clomiphene wells 100; lysis activity, % at 15 µM;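 active = mean lysis activity across replicates of at least 80%, whatever share of replicates individually reach that level; inactive = mean lysis activity below 80%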
#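 Test system: log-phase Cryptococcus neoformans yeast cells. Input: 5 × 10^6 yeast cells/mL. Medium: fresh YPD growth medium. Doses: single dose. Incubation: static 4 h at 37 °C with compound, 1 h detection. Measured by: luminescent adenylate kinase detection reagent. Read-out: signal increase indicating cell lysis. Benchmarks: Clomiphene.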
# FN deposition inh: fibronectin deposition inhibition | AH1F fibroblasts, Alexa488-fibronectin deposition fluorescence, overnight | inhibition, % at 12.6 µM | 0.086% of 350,000 active | AID 743247;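 active = mean inhibition across replicates of 30% or more, regardless of how many single replicates reach that level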;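 note: positive control wells lacked labelled fibronectin entirely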
#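 material = AH1F fibroblast monolayer depositing Alexa488-labelled fibronectin into matrix | amount = 10000 AH1F cells/well | buffer or medium = DMEM plus 2% serum, read in PBS | incubation = 1 h cell adhesion before compound, then overnight fibronectin incubation | detection = fluorescence at 485 nm excitation, 525 nm emission | evaluation = percent inhibition as loss of matrix-bound fibronectin fluorescence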
# PGC1a acetyl inh: modulators of PGC1a acetylation; 0.17% of 350,000 active; U2OS PGC1a acetylation, AlphaScreen anti-acetyl-lysine; with virally co-expressed GCN5 acetyltransferase; AID 651687; inhibition, % at 15.6 µM;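 active = every replicate shows inhibition of at least 40%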;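 note: 0% = neutral control wells and 100% = positive control wells; some results beyond the cut were filed as inactive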
# PAX8 reporter: PAX8 transcriptional activity inhibition. AID 652154. inhibition, % at 12.6 µM. 1.2% of 360,000 active. RMG-I TPO-luciferase reporter, SteadyGlo, 24 h;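 active = mean replicate inhibition at least 60% with every replicate also reaching 60%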;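 note: luciferase light reporting Pax8 driven TPO promoter activity; plate controls were median of neutral control wells for no effect and mitoxantrone controls for full effect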
# Numbers without * were called inactive; . = no result given; & = joins results of further samples; [ ] = dose if it differs, or a comment.
structure,miR-122 sensor,EWS-Fli block,Casp6 inh,LGR2 inh,Cneo AK release,FN deposition inh,PGC1a acetyl inh,PAX8 reporter
CC1(C)CC(=O)C(C(O)c2ccccc2)C(C)(C)N1 (configuration not stated),-5,6,-2,4,1,2,.,13
Nc1cnc(CNc2ccccc2Cl)cn1,-4,-27,-2,-13,-1,-8,.,-52
Cc1occc(=O)c1OCc1ccccc1,.,2,-2,-8,.,3,9,-3
CCN(CCc1ccccc1)c1ccc2c(c1)C1CC2CCN1Cc1ccccc1 (configuration not stated),-2,17,-4,-22,-3,7,-1,-3
Cc1ccc(C(=O)NC(=O)CSc2nnc(C)s2)cc1,-5,.,-3,5,-2,6,9,-9
CC(C)OCCCNc1nc(-c2ccccc2)nc2ccccc12,.,7,0,21,11,6,.,7
CCOC(=O)C1(CC2CC2)CCN(Cc2ccc(C(=O)OC)cc2)CC1,1,4,-1,-1,1,-1,-9,0
COc1cccc(S(=O)(=O)N(C)C[C@H]2OCc3cnnn3CCCC(=O)N([C@@H](C)CO)C[C@@H]2C)c1,-5,0&3,1&-1,4&-7,-1&49,1&2,1&4,-3&3
CC1CCc2c(sc(NC(=O)C(=O)NCc3ccco3)c2C#N)C1 (configuration not stated),0,.,1,-16,1,.,-17,.
CCCCCCCNC(=O)C1(CC2CC(c3cccc(Br)c3)=NO2)CCN(C(=O)c2ccccc2)CC1 (configuration not stated),-9,10,-6,-1,-2,-7,-7,5

# Continued:
structure,miR-122 sensor,EWS-Fli block,Casp6 inh,LGR2 inh,Cneo AK release,FN deposition inh,PGC1a acetyl inh,PAX8 reporter
Cc1ccc(/C=N/Nc2ccc(C(=O)O)cc2)o1,-2,-55,6,6,.,-5,-13,-97
C[C@H]1CN([C@@H](C)CO)C(=O)c2cc(NC(=O)Nc3ccc(C(F)(F)F)cc3)ccc2O[C@@H]1CN(C)S(=O)(=O)c1ccc(F)cc1,0[16.7 µM],14,2,5,0,.,0,-22
CC(=O)N1N=C(c2ccc(Br)cc2)OC12CCCC2,.,4,1,.,.,-8,.,-12
CN1CCN(C(=S)Nc2ccc(S(N)(=O)=O)cc2)CC1,.,-6,-5,-4,.,-12,.,4
CN1CCN(C(=S)NC(=O)c2cccc(S(=O)(=O)N(C)C)c2)CC1,-10,2,.,2,3,-6,0,8
CCCN(CCC)C(=O)CC(c1ccc(F)cc1)c1ccco1 (configuration not stated),-5,.,.,.,-1,-13,-13,8
O=C(N[C@@H]1C=C[C@H](CC(=O)N2CCOCC2)O[C@H]1CO)c1ccccn1,.,2,2,-4,0,-1,7,3
S=C(Nc1ccc(Cl)cc1)Nc1ccc2c(c1)OCCO2,4,-46,2,-65,15,8,-6,.
CCOc1ccccc1N(CC)C(=O)c1cc2c(s1)-c1ccccc1S(=O)(=O)C2,-15,12,-3,10,-1,-9,-37,-3
O=C(NCc1cccnc1)Nc1ccccc1C(F)(F)F,.,3,-6,5,6,-14,.,4

# Limited to LGR2 inh, PGC1a acetyl inh and EWS-Fli block, for some of the entries so far:
Compound,LGR2 inh,PGC1a acetyl inh,EWS-Fli block
CCOc1ccccc1N(CC)C(=O)c1cc2c(s1)-c1ccccc1S(=O)(=O)C2,10,-37,12
CN1CCN(C(=S)Nc2ccc(S(N)(=O)=O)cc2)CC1,-4,.,-6
CN1CCN(C(=S)NC(=O)c2cccc(S(=O)(=O)N(C)C)c2)CC1,2,0,2

# The list goes on.
structure,miR-122 sensor,EWS-Fli block,Casp6 inh,LGR2 inh,Cneo AK release,FN deposition inh,PGC1a acetyl inh,PAX8 reporter
CN1C(C(=O)NCc2ccccc2)CC2Cn3c(nc4cc5ccccc5cc43)C21 (configuration not stated),-5,3,0,-1,4,-1,.,-4
C[C@H](CO)N1C[C@H](C)[C@@H](CN(C)Cc2ccc3c(c2)OCO3)Oc2ccc(NC(=O)CCC(F)(F)F)cc2C1=O,5[16.7 µM],0,-2,15,4,11,7,-6
O=C(c1cc(S(=O)(=O)N2CCOCC2)ccc1Cl)N1CCN(c2ccccn2)CC1,0,1,.,6,.,6,1,8
N#C/C(=C\c1cccnc1)C(=O)Nc1cccc(Cl)c1,.,-6,1,9,.,-5,1,10
O=C1N[C@@H](Cc2c[nH]c3ccccc23)COC(=O)[C@H](Cc2ccc(F)cc2)C/C=C\C[C@H]1CC(=O)N(CCO)Cc1ccccc1,.,3,1,15,0,-2,.,12
CCOC(=O)c1cc2cc3ccccc3cc2oc1=O,4,-2,0,-25,-2,-7,-8,-20
Cc1cccc(C(=O)NC(C(=O)Nc2ccc(S(=O)(=O)Nc3nccs3)cc2)C(C)C)c1 (configuration not stated),.,8,-2,0,0,-2,.,15
Cc1ccc(N(C(=O)CCC(=O)Nc2cc(C)on2)C(C(=O)NC2CCCC2)c2ccccc2)cc1 (configuration not stated),.,3,1,10,.,.,1,6
CCOCCCNC(=O)c1ccc(Br)cc1,2,.,.,.,1,10,7,-46
COc1ccc(NS(=O)(=O)c2cc(NC(=O)c3ccccc3F)ccc2N2CCCC2)cc1,54,11,-4,-4,.,1,-13,6

# Next results.
structure,miR-122 sensor,EWS-Fli block,Casp6 inh,LGR2 inh,Cneo AK release,FN deposition inh,PGC1a acetyl inh,PAX8 reporter
COc1cc(C(=O)NCc2nnc(SCC(=O)c3ccccc3)o2)cc(OC)c1OC,-10,.,6,11,1,-2,-7,9
C[C@H](CO)N1C[C@H](C)[C@@H](CN(C)S(C)(=O)=O)OCCCC[C@H](C)Oc2ccc(NC(=O)CCC(F)(F)F)cc2C1=O,0[16.7 µM],0,.,7,.,.,-6,-5
O=C(c1cc([N+](=O)[O-])ccc1N1CCN(S(=O)(=O)c2ccc(Cl)c(Cl)c2)CC1)N1CCOCC1,0,.,.,-7,-2,-1,.,4
O=C(CN1CCN(c2cccc(Cl)c2)CC1)Nc1ccc(S(=O)(=O)N2CCOCC2)cc1,-9,11,-1,-1,7,2,.,6
CCN(C(=O)CSc1nnc(-c2ccccc2F)n1N)c1c(N)n(Cc2ccccc2)c(=O)[nH]c1=O,-1,-5,-1,-12,0,.,0,10
COc1ccccc1C(C)NC(=O)Cc1ccsc1 (configuration not stated),1,9,-2,4,1,3,-15,-9
CC1=CC(=NNS(=O)(=O)c2ccc([N+](=O)[O-])cc2)CC(C)(C)C1,8,6,-1,13,1,-2,4,4
COc1ccc2c3c(n(C)c2c1)[C@@H](CO)N(CC1CC1)CC31CN(Cc2ccc(F)cc2)C1,.,-4,-2,4,.,13,-22,-15
FC(F)(F)c1ccccc1-n1c(CN2CCCCC2)n[nH]c1=S,-3,-6,-6,-1,.,-2,3,6
O=C(NC(NC(=S)Nc1ccc(Cl)cc1Cl)C(Cl)(Cl)Cl)c1cccc([N+](=O)[O-])c1 (configuration not stated),6,.,.,.,.,6,-1,8

# New compounds follow:
structure,miR-122 sensor,EWS-Fli block,Casp6 inh,LGR2 inh,Cneo AK release,FN deposition inh,PGC1a acetyl inh,PAX8 reporter
CN1CCN(c2nc3c(c(=O)n(C)c(=O)n3C)n2CC(=O)C23CC4CC(CC(C4)C2)C3)CC1,15,4,0,.,-1,.,4,.
C[C@@H]1CN([C@@H](C)CO)C(=O)c2cc(NS(C)(=O)=O)ccc2O[C@H]1CN(C)CC1CC1,2[16.7 µM],-8,-2,1,-7,.,9,-19
CCC(=O)Nc1ccc2c(c1)C(=O)N(C)[C@H]1CC[C@H](CC(=O)Nc3ccc(OC)cc3)O[C@@H]1CO2,0[16.7 µM],-2,-1,2,-2,-11,2,11
CC(C)NC(=O)Nc1ccc2c(c1)CC(=O)N([C@@H](C)CO)C[C@@H](C)[C@H](CN(C)Cc1ccc(C(=O)O)cc1)O2,1[16.7 µM],-6,0,18,-1,.,-9,3
Cc1ccc(C(C(=O)NC2CCCCC2)N(C(=O)Cc2c[nH]c3ccccc23)c2ccccc2)o1 (configuration not stated),34,.,.,.,-2,2,-19,.
Cc1ccc(-c2cc(C(=O)Nc3cccnc3)c3ccccc3n2)s1,.,-18,-2,-18,-3,5,.,-14
CCCCOc1ccc(C(=O)N(Cc2ccccc2)C2CCS(=O)(=O)C2)cc1 (configuration not stated),1,3,4,-10,0,-27,.,15
CN(C)S(=O)(=O)c1ccc(N2CCCC2)c(C(=O)Nc2nc(-c3ccc(F)cc3)cs2)c1,0,26,1,11,-1,19,.,36
CC1CC(C)CN(C(=O)COC(=O)CCC(=O)c2cccs2)C1 (configuration not stated),-5,-5,-6,8,0,3,-10,-3
c1ccc2c(c1)[nH]c1c(N3CCOCC3)ncnc12,0,14,2,6,0,.,-5,.

# (list continues)
structure,miR-122 sensor,EWS-Fli block,Casp6 inh,LGR2 inh,Cneo AK release,FN deposition inh,PGC1a acetyl inh,PAX8 reporter
O=C(NCc1ccco1)c1cc2cc3ccc(Cl)cc3nc2o1,-11,.,.,.,-2,9,5,-64
COc1ccc(OC)c(CC(NC(C)=O)C(=O)NC2CCN(c3nnnn3-c3ccccc3)CC2)c1 (configuration not stated),.,-10,0,-1,.,3,.,2
CCOC(=O)N1CCN(C(=O)CSc2nc(CC)nc3c2c(=O)n(C)c(=O)n3C)CC1,-6,-1,-2,18,2,10,7,0
C[C@H](CO)N1C[C@H](C)[C@H](CN(C)Cc2ccc(C(=O)O)cc2)Oc2ccc(NS(=O)(=O)c3cccs3)cc2C1=O,1[16.7 µM],-3,2,1,-2,-8,11,.
O=S(=O)(N[C@@H]1CC[C@H](CCn2cc(-c3ccccn3)nn2)O[C@H]1CO)c1cccc(Cl)c1,-3[16.7 µM],-7,-1,5,-6,-17,-3,8
C=C1C(=O)C23CCC4C(C)(C(=O)OC)CCCC4(C)C2CCC1(O)C3 (configuration not stated),-13,56*,4,.,.,37*,76*,134*
CCc1nc2ccc(C(=O)NCCCn3ccnc3)cn2c1N(C)CCCc1ccccc1,2,-14,-31,1,-2,6,-49,19
CCS(=O)(=O)N1CC2(CN(CC3CCOCC3)[C@@H](CO)c3c2c2ccc(OC)cc2n3C)C1,.,0,-1,-13,.,-2,-4,-27
CC(=C/c1ccc(C(C)C)cc1)/C=N/NC(=O)CSc1ccccn1,.,-93,1,-43,.,-1,.,-244
COc1cc(NC(=O)CN2C(=O)COc3ccc(S(=O)(=O)N4CCOCC4)cc32)cc(OC)c1,-5,-3,1,-15,6,3,-1,-6

# New compounds follow.
structure,miR-122 sensor,EWS-Fli block,Casp6 inh,LGR2 inh,Cneo AK release,FN deposition inh,PGC1a acetyl inh,PAX8 reporter
O=C(C[C@H]1CC[C@@H](NC(=O)Cc2ccccn2)[C@H](CO)O1)NCCc1ccccc1,.,-5,-4,6,-2,.,-4,.
C[C@H]1CN([C@@H](C)CO)C(=O)Cc2cc(NC(=O)Nc3ccccc3)ccc2O[C@H]1CN(C)C(=O)Nc1cccc2ccccc12,-3[16.7 µM],9,1,7,2,.,4,.
CCNC(=O)[C@H]1[C@H](CO)[C@H]2Cn3c(ccc(-c4ccccc4)c3=O)[C@H]2N1Cc1ccc2c(c1)OCO2,-2[16.7 µM],3,-1,18,1,.,.,19
Cc1nn(-c2ccccc2)c2c1cc1c(=O)n(C)c(=O)nc-1n2-c1ccccc1F,0,-2,4,-4,0,6,3,39
Cn1c(=O)c2c(ncn2CCCC(=N)N2CCOCC2)n(C)c1=O,.,5,2,-1,.,.,2,2
CCNS(=O)(=O)c1ccc2c3c(cccc13)C(=O)N2,148*,.,.,.,1,-2,2,-1
CCC(=O)N(C)C[C@@H]1Oc2cc(-c3ccccc3F)ccc2S(=O)(=O)N([C@H](C)CO)C[C@H]1C,3[16.7 µM],5,2,2,-3,.,-9,.
COc1ccc(C=CC(=O)c2ccc3cc(OC)c(OC)cc3c2)cc1OC,-5,-7,-2,-3,0,6,-5,-4
